LMP1 NFkB inh = reduces LMP1-driven NF-kappaB luciferase signal; LMP1-induced NF-kappaB luciferase reporter cells, luminescence; inhibition, % at 12.5 µM; 350,000 compounds, 0.69% hits; in the data active = inhibition above about 41%;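 also: 0% = neutral control wells and 100% = reference inhibitor control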
NR2E3 ag-1 = activates human photoreceptor nuclear receptor NR2E3. AID 2300. inhibition of corepressor binding, % at 4.78 µM. 320,000 compounds, 0.12% hits. GST-NR2E3/biotin-RetCOR TR-FRET, 1536-well. Q9Y5X4;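 active = percent inhibition above the cutoff of mean plus 3 SD of all tested compounds, set per screening campaign, cut at about 20% in these data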;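 also: 0% = DMSO wells and 100% = biotin wells as full block of FRET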
Target sequence (Q9Y5X4 whole entry, looked up): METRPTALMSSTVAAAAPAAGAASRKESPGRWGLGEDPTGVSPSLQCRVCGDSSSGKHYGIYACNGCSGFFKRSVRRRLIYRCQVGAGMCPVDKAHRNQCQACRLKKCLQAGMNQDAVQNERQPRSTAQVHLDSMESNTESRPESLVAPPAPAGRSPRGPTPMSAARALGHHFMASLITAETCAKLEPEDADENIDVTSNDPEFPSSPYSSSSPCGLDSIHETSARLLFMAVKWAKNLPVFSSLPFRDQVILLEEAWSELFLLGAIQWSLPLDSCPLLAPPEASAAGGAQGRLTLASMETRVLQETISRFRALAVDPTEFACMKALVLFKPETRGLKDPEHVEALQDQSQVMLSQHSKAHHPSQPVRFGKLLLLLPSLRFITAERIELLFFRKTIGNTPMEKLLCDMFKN
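System: GST-tagged NR2E3 plus biotinylated RetCOR corepressor; Amount: 1.35 nM GST-tagged NR2E3 final; Dosing: single nominal compound dose of 4.8 µM; Schedule: 5 h incubation at 4 °C; Technique: TR-FRET with europium anti-GST and streptavidin-D2, 340 nm excitation; Controls: biotin wells as high control, 0.6% DMSO wells as low control.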
MITF TRPM1 inh = MITF TRPM1 promoter inhibition in SK-MEL-5 cells | inhibition, % at 12.5 µM | 330,000 compounds, 0.83% hits | SK-MEL-5 TRPM1 promoter luciferase, 24 h;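 active = mean inhibition across replicates of 60% or more, whatever share of single replicates reaches that level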; also: values of inactives mirror those of a sister screen read the other way
Shn3 inh set2 = inhibitors of Schnurri-3 3'UTR reporter in osteoblasts. Clone20 osteoblast Shn3 3'UTR firefly luciferase, 24 h. inhibition, % at 12.5 µM. 360,000 compounds, 0.52% hits. AID 588674;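 active = mean inhibition of at least 75% with every replicate also reaching 75%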;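 also: 0% = median of neutral control wells and 100% = pilot-screen positive control compound; some compounds past the cut are filed as inactive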
NR2E3 ag-2 = agonists of human NR2E3 nuclear receptor; 360,000 compounds, 0.35% hits; inhibition of corepressor binding, % at 3.98 µM; Q9Y5X4; CHO-S Gal4-NCOR/VP16-NR2E3 two-hybrid, luciferase; AID 602229;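 active = inhibition above the mean of all tested compounds plus 3 SD, cut at about 70% in these data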;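 also: 0% = DMSO with NR2E3 transfected cells and 100% = cells lacking NR2E3 construct; higher means lower luciferase signal from less NR2E3 corepressor binding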
C8 TRAIL sens = caspase-8 TRAIL sensitization | 360,000 compounds, 1% hits | inhibition (viability loss, TRAIL sensitization), % at 10 µM | NB7+C8 cells + TRAIL, ATPlite viability luminescence;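 active = compounds causing at least 50% loss of cell viability in the single-dose screen, relative to plate controls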
KKLEB tox = reduces viability of KKLEB cystic fibrosis airway cells; KKLEB CF airway cells viability, ATPlite luminescence, overnight; hits give low values; cells stimulated with P. aeruginosa culture filtrate; activity change (cytotoxicity), % at 5 µM; 360,000 compounds, 0.36% hits;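 active = corrected activity change at or below -50% at 5 µM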
iPSC survival up = enhancers of human iPSC single-cell survival | hiPSC single-cell survival, ATPlite luminescence; 100% = ROCK inhibitor wells, 0% = DMSO | survival enhancement, % at 20 µM | 360,000 compounds, 0.044% hits | AID 602274; in the data active = survival enhancement above about 18%;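 also: cells exposed to compounds for 16 hours before the ATP read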
CF NFkB block = inhibitors of cystic fibrosis induced NF-kB; KKLEB NF-kB-GFP reporter, PAF-induced, GFP fluorescence overnight; inhibition, % at 5 µM; 360,000 compounds, 0.86% hits; AID 588850;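 active = at least 50% inhibition at 5 µM, scaled per plate between neutral and stimulator controls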;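 also: PAF is a Pseudomonas aeruginosa culture filtrate used as stimulus; plate controls were PAF-stimulated DMSO wells for no effect and unstimulated DMSO wells for full effect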
Peg3 prom inh = reduces Peg3 promoter-driven luciferase expression in HeLa; 360,000 compounds, 1.7% hits; inhibition, % at 20 µM; HeLa PEG-Prom luciferase reporter, luminescence, overnight; AID 588405;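 active = inhibition of at least 50% at 20 µM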
HIF-2a block = HIF-2a inhibition; 786-0 RCC cells HIF-2a reporter, luciferase luminescence, overnight; 360,000 compounds, 0.72% hits; AID 624352; inhibition, % at 18.8 µM;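 active = inhibition of the luminescence signal of 40% or more relative to plate controls, in a single-dose primary screen at 18.75 µM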
Starred values were filed as active, the others as inactive. Not all compounds are listed; count on the stated rates, not on these rows.

O=[N+]([O-])c1cc(Br)cc(/C=N/n2cnnc2)c1O was read as LMP1 NFkB inh -7, NR2E3 ag-1 1, MITF TRPM1 inh 11, Shn3 inh set2 64, NR2E3 ag-2 20, C8 TRAIL sens 0, KKLEB tox 4, iPSC survival up 4.7, CF NFkB block 0, Peg3 prom inh 5 and HIF-2a block 8.
`NC(N)=NN=C1c2ccccc2-c2ccccc21` gave LMP1 NFkB inh -13, NR2E3 ag-1 -1, MITF TRPM1 inh 15, Shn3 inh set2 -24, NR2E3 ag-2 -19, C8 TRAIL sens 0, KKLEB tox 8, iPSC survival up 0.3, CF NFkB block -16, Peg3 prom inh -1 and HIF-2a block 12.
Screening CCOC(=O)c1sc(/N=C/N(C)C)c(C(=O)OCC)c1C returned LMP1 NFkB inh 7, NR2E3 ag-1 -1, MITF TRPM1 inh -9, Shn3 inh set2 -16, NR2E3 ag-2 -18, C8 TRAIL sens -5, KKLEB tox -2, iPSC survival up 0.1, CF NFkB block 8, Peg3 prom inh -34 and HIF-2a block -50.
For Cc1cc(-c2ccc(C(C)C)c(S(=O)(=O)N3CCOc4ccccc43)c2)on1 the results were LMP1 NFkB inh 5, NR2E3 ag-1 -3, MITF TRPM1 inh 3, Shn3 inh set2 40, NR2E3 ag-2 -17, C8 TRAIL sens 19, KKLEB tox -4, iPSC survival up 0.1, CF NFkB block 8, Peg3 prom inh 16 and HIF-2a block 17.
Screening O=C(CCN1C(=O)c2ccccc2C1=O)C1=NN[C@@H]2C(=O)N(c3cccc(Cl)c3)C(=O)[C@H]12 returned LMP1 NFkB inh 1, NR2E3 ag-1 -2, MITF TRPM1 inh -4, Shn3 inh set2 -8, NR2E3 ag-2 -4, C8 TRAIL sens 18, KKLEB tox 2, iPSC survival up 0.1, CF NFkB block 1, Peg3 prom inh 6 and HIF-2a block 6.
`COc1ccc(CC(=O)Nc2ccc(-c3noc(-c4ccc(Cl)cc4)n3)cc2)cc1` gave LMP1 NFkB inh -128, NR2E3 ag-1 1, MITF TRPM1 inh 25, Shn3 inh set2 21, NR2E3 ag-2 -18, C8 TRAIL sens 32, KKLEB tox -55*, iPSC survival up -0.6, CF NFkB block 43, Peg3 prom inh 57* and HIF-2a block -27.
For Cc1ccc(F)cc1NC(=O)N1c2ccccc2NC(=O)CC1C (stereo unspecified) the results were LMP1 NFkB inh -1, NR2E3 ag-1 -5, MITF TRPM1 inh 12, Shn3 inh set2 -4, NR2E3 ag-2 1, C8 TRAIL sens -5, KKLEB tox 19, iPSC survival up -0.8, CF NFkB block 2, Peg3 prom inh 21 and HIF-2a block 16.
Screening O=c1c2cc(Br)ccc2nc(-c2ccc(Cl)cc2)n1O returned LMP1 NFkB inh -1, NR2E3 ag-1 0, MITF TRPM1 inh 16, Shn3 inh set2 -12, NR2E3 ag-2 -19, C8 TRAIL sens 20, KKLEB tox 1, iPSC survival up -0.5, CF NFkB block 5, Peg3 prom inh 37 and HIF-2a block -3.
`Cn1c(NC(=O)C2CCCC2)cc(=O)n(C)c1=O` gave LMP1 NFkB inh 6, NR2E3 ag-1 4, MITF TRPM1 inh 6, Shn3 inh set2 18, NR2E3 ag-2 -8, C8 TRAIL sens 5, KKLEB tox -9, iPSC survival up -0.3, CF NFkB block 12, Peg3 prom inh 10 and HIF-2a block 7.
`COc1ccc(C(=O)COc2ccc3ccc(=O)oc3c2)cc1` gave LMP1 NFkB inh 2, NR2E3 ag-1 1, MITF TRPM1 inh -17, NR2E3 ag-2 -20, C8 TRAIL sens -2, KKLEB tox 4, iPSC survival up 0.7, CF NFkB block -8, Peg3 prom inh -44 and HIF-2a block -30.
For N#Cc1c(NC(=O)CSc2ncccn2)oc(-c2ccccc2)c1-c1ccccc1 the results were LMP1 NFkB inh -11, NR2E3 ag-1 -6, MITF TRPM1 inh 21, Shn3 inh set2 10, NR2E3 ag-2 -18, C8 TRAIL sens -8, KKLEB tox 9, iPSC survival up 0.0, CF NFkB block 0, Peg3 prom inh 19 and HIF-2a block 7.
For O=C(CNC(=O)c1ccc(Br)o1)NNC(=O)c1n[nH]c(=O)c2ccccc12 the results were LMP1 NFkB inh 11, NR2E3 ag-1 1, MITF TRPM1 inh -6, Shn3 inh set2 4, NR2E3 ag-2 -15, C8 TRAIL sens -17, KKLEB tox -4, iPSC survival up -0.2, CF NFkB block -19, Peg3 prom inh 6 and HIF-2a block 10.
For O=C(CNC(=O)c1ccc(Cl)cc1Cl)OCc1nc2ccccc2s1 the results were LMP1 NFkB inh -4, NR2E3 ag-1 -2, MITF TRPM1 inh -2, Shn3 inh set2 -23, NR2E3 ag-2 -7, C8 TRAIL sens 16, KKLEB tox 9, iPSC survival up -0.1, CF NFkB block -4, Peg3 prom inh -14 and HIF-2a block -49.
For C[C@@H](O)C1NC(=O)[C@H](CCCCN)NC(=O)c2cc([N+](=O)[O-])cc(F)c2NCCCC[C@@H](C(N)=O)NC1=O (stereo partly specified) the results were LMP1 NFkB inh -1, NR2E3 ag-1 -1, MITF TRPM1 inh -1, Shn3 inh set2 2, NR2E3 ag-2 -20, C8 TRAIL sens -32, KKLEB tox 13, iPSC survival up 0.9, CF NFkB block -10, Peg3 prom inh -9 and HIF-2a block 8.
`Cn1cc(SCC(=O)O)c2ccccc21` gave LMP1 NFkB inh -1, NR2E3 ag-1 -1, MITF TRPM1 inh 7, Shn3 inh set2 -8, NR2E3 ag-2 6, C8 TRAIL sens 2, KKLEB tox 1, iPSC survival up -0.2, CF NFkB block -12, Peg3 prom inh -2 and HIF-2a block 0.
CC1(C)COCN1C(=O)c1ccc(Cl)c(Cl)c1 was read as LMP1 NFkB inh 3, NR2E3 ag-1 0, MITF TRPM1 inh -6, Shn3 inh set2 -5, NR2E3 ag-2 -20, C8 TRAIL sens -5, KKLEB tox -3, iPSC survival up 1.7, CF NFkB block -10, Peg3 prom inh 6 and HIF-2a block 8.
`CCC(=O)n1nc(-c2cccnc2)nc1NCc1ccc(F)cc1` gave LMP1 NFkB inh 8, NR2E3 ag-1 -2, MITF TRPM1 inh 13, Shn3 inh set2 5, NR2E3 ag-2 -35, C8 TRAIL sens -19, KKLEB tox 0, iPSC survival up 0.3, CF NFkB block 16, Peg3 prom inh 10 and HIF-2a block 12.
For NC(=O)CC(NC(=O)c1cccc(Br)c1)c1ccc(NCC2CC2)c([N+](=O)[O-])c1 (stereo unspecified) the results were LMP1 NFkB inh 2, NR2E3 ag-1 3, MITF TRPM1 inh -3, Shn3 inh set2 36, NR2E3 ag-2 -16, C8 TRAIL sens 3, KKLEB tox 6, iPSC survival up -1.9, CF NFkB block -15, Peg3 prom inh 6 and HIF-2a block 10.
`Cc1cc(C)c2c(c1)cc(C)c1nnc(SCC(=O)Nc3ccccc3N3CCOCC3)n12` gave LMP1 NFkB inh -6, NR2E3 ag-1 -2, MITF TRPM1 inh 5, Shn3 inh set2 29, NR2E3 ag-2 -2, C8 TRAIL sens -3, KKLEB tox -3, iPSC survival up 3.9, CF NFkB block 2, Peg3 prom inh 17 and HIF-2a block 19.
`O=C(O)CC(Cn1[nH]nnc1=S)c1ccccc1` (stereo unspecified) gave LMP1 NFkB inh 8, NR2E3 ag-1 -1, MITF TRPM1 inh 3, Shn3 inh set2 1, NR2E3 ag-2 7, C8 TRAIL sens -16, KKLEB tox 3, iPSC survival up 0.4, CF NFkB block 1, Peg3 prom inh -19 and HIF-2a block 4.
`CC(C)(O)C#Cc1ccc(C(=O)NC(CCCNC(N)=O)C(=O)O)s1` (stereo unspecified) gave LMP1 NFkB inh 5, NR2E3 ag-1 1, MITF TRPM1 inh -11, Shn3 inh set2 5, NR2E3 ag-2 -8, C8 TRAIL sens -5, KKLEB tox -15, iPSC survival up 1.3, CF NFkB block -5, Peg3 prom inh 21 and HIF-2a block 11.
Screening Cc1ccc(NC(=S)NCCC2=CCCCC2)cc1 returned LMP1 NFkB inh -37, NR2E3 ag-1 -2, MITF TRPM1 inh -69, Shn3 inh set2 -17, NR2E3 ag-2 -116, C8 TRAIL sens 7, KKLEB tox -6, iPSC survival up -0.5, CF NFkB block -11, Peg3 prom inh -204 and HIF-2a block -249.
`CC(NC(=O)c1cccs1)C(c1cccs1)N1CCN(c2ccccc2)CC1` (stereo unspecified) gave LMP1 NFkB inh 0, NR2E3 ag-1 1, MITF TRPM1 inh 4, Shn3 inh set2 25, NR2E3 ag-2 -9, C8 TRAIL sens -7, KKLEB tox 17, iPSC survival up -2.6, CF NFkB block -22, Peg3 prom inh 11 and HIF-2a block -12.
Cc1cnc(NC(=O)c2cc3c(s2)CCCC3)s1 was read as LMP1 NFkB inh 24, NR2E3 ag-1 1, MITF TRPM1 inh 8, Shn3 inh set2 27, NR2E3 ag-2 -135, C8 TRAIL sens 92*, KKLEB tox -51*, iPSC survival up -5.1, CF NFkB block -6, Peg3 prom inh 6 and HIF-2a block -13.
`C=C(C)Cn1c(-c2ccc(OC)cc2)nc2ccccc21` gave LMP1 NFkB inh -8, NR2E3 ag-1 -1, MITF TRPM1 inh -6, Shn3 inh set2 4, NR2E3 ag-2 -9, C8 TRAIL sens -1, KKLEB tox -3, iPSC survival up 1.9, CF NFkB block 13, Peg3 prom inh 0 and HIF-2a block -7.
For O=C(Cc1ccc([N+](=O)[O-])cc1)NCc1ccc2c(c1)OCO2 the results were LMP1 NFkB inh -1, NR2E3 ag-1 -1, MITF TRPM1 inh 1, Shn3 inh set2 -17, NR2E3 ag-2 -25, C8 TRAIL sens -21, KKLEB tox -6, iPSC survival up 5.0, CF NFkB block -4, Peg3 prom inh 2 and HIF-2a block -8.
O=C(CCCN1C(=O)c2ccccc2C1=O)N1CCCCC1 was read as LMP1 NFkB inh -7, NR2E3 ag-1 2, MITF TRPM1 inh 2, Shn3 inh set2 -27, NR2E3 ag-2 -12, C8 TRAIL sens -13, KKLEB tox 13, iPSC survival up 0.9, CF NFkB block -8, Peg3 prom inh -13 and HIF-2a block -13.
CC(C)(C)c1ccc(CN2N=C(/C=C/c3ccccc3)CCC2=O)cc1 was read as LMP1 NFkB inh 7, NR2E3 ag-1 3, MITF TRPM1 inh 6, Shn3 inh set2 16, NR2E3 ag-2 -14, C8 TRAIL sens -1, KKLEB tox -7, iPSC survival up 0.5, CF NFkB block 11, Peg3 prom inh 2 and HIF-2a block 2.
`CSc1nsc(SCc2cnc(C)nc2N)n1` gave LMP1 NFkB inh -7, NR2E3 ag-1 0, MITF TRPM1 inh 2, Shn3 inh set2 5, NR2E3 ag-2 -30, C8 TRAIL sens -1, KKLEB tox -1, iPSC survival up -0.2, CF NFkB block -1, Peg3 prom inh 12 and HIF-2a block -3.

Assay outcomes (PubChem)
